# Assay outcomes deposited in PubChem by Sanford-Burnham Center for Chemical Genomics.
# APJ agonist – APJ receptor agonism; P35414; CHO-K1 APJ PathHunter beta-arrestin, luminescence; 0% DMSO wells, 100% apelin; activation, % at 20 µM; 330,000 compounds, 0.11% hits;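 active = activation more than six SD over the plate average, tested at 20 µM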;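 also: 0% = DMSO alone and 100% = apelin-13 at 10 nM; some results filed as inactive read as strong as hits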
# Target sequence (P35414 whole entry, looked up): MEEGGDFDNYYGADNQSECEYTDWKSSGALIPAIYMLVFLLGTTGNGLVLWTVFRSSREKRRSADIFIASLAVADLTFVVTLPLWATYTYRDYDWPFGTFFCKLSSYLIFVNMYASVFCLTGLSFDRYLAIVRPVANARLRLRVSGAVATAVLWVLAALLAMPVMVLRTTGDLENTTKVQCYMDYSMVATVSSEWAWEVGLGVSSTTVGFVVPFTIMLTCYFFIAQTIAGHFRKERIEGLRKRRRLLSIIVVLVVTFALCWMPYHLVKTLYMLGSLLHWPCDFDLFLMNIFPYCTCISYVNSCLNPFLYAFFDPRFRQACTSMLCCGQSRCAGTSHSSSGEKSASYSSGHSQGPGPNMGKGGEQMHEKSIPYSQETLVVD
#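 Assay system: CHO-K1 APJ beta-arrestin complementation cell line / Compound: single test compound dose, 20 µM final, 1% DMSO / Times: overnight seeding, 90 min compound at 25 °C, 1 h detection / Technique: beta-gal luminescence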
# CHOP UPR activ – apoptotic UPR (CHOP) activation; CHO-CHOP luciferase reporter, luminescence; percent of tunicamycin response over DMSO baseline; activation, % at 10 µM; 330,000 compounds, 0.34% hits;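 active = at 10 µM dose, activation of 40% or more, normalized to positive control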;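 also: 100% = tunicamycin at 10 µg/mL and 0% = DMSO alone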
#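 System: CHO-CHOP luciferase reporter cell line | Buffer or medium: F12 medium containing 10% fetal bovine serum | Doses: One dose, 10 µM in 0.5% DMSO | Times: 6 h compound exposure at 37 °C after overnight seeding | Signal: Luciferase luminescence | Read-out: % activation vs tunicamycin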
# CCR6 antagonist – CCR6 (human) receptor antagonism; inhibition, % at 20 µM; P51684; AID 493098; CHO-K1 CCR6 PathHunter beta-arrestin, luminescence, CCL20-stimulated; 340,000 compounds, 0.49% hits;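 active = compounds whose inhibition of the agonist-driven luminescence signal at 20 µM reaches about 50%, limit read from the data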;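 also: cells stimulated with CCL20 at 14 nM final; plate controls were DMSO with CCL20 for no effect and DMSO without agonist for full effect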
# Target sequence (P51684 whole entry, looked up): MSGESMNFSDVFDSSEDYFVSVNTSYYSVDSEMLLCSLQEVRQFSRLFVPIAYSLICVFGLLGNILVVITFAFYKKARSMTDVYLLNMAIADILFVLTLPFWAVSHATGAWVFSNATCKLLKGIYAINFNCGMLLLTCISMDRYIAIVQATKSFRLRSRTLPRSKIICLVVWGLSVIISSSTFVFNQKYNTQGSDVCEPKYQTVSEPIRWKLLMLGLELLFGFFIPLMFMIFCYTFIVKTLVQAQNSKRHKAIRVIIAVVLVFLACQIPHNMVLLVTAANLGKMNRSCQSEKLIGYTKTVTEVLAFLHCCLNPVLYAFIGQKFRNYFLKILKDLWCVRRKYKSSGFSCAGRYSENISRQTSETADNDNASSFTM
# APJ antag – blocks the human apelin receptor APJ | P35414 | CHO-K1 APJ beta-arrestin complementation, luminescence | inhibition, % at 20 µM | 330,000 compounds, 0.32% hits | AID 2521;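 active = inhibition above about 40% at 20 µM, limit read from the data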;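 also: cells challenged with 10 nM apelin-13 agonist together with compound; plate controls were apelin-13 plus DMSO wells for no effect and DMSO wells lacking apelin-13 for full effect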
# tim23-1 inh – tim23-1 yeast growth inhibition; S. cerevisiae tim23-1 growth, BacTiter-Glo luminescence, 24 h; inhibition, % at 20 µM; 330,000 compounds, 1.3% hits; AID 463212;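 active = growth inhibition of the mutant yeast at or above 50%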;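 also: temperature-sensitive mutant grown at 25 °C; plate controls were DMSO-treated mutant yeast for no effect and medium wells lacking yeast for full effect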
# XBP1 UPR activ – activators of adaptive arm of unfolded protein response (XBP1); CHO-XBP1 luciferase reporter, IRE1-XBP1 UPR activation, luminescence; percent of tunicamycin response, DMSO as zero; activation, % at 20 µM; 330,000 compounds, 0.33% hits; AID 463104;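 active = versus positive control, 20 µM dose yields 30% or more activation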;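 also: 100% = tunicamycin at 10 µg/mL and 0% = DMSO only wells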
#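 assay system = CHO-XBP1 luciferase reporter cells | amount = 1000 cells/well | buffer or medium = F12 plus 10% FBS | compound dosing = single point, 20 µM final compound, 1% DMSO | incubation = 16-18 h cell attachment at 37 °C, then 6 h compound exposure | detection = Steady-Glo luminescence read | controls = tunicamycin 10 µg/mL and vehicle-only wells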
# CXCR6 inh – inhibitors of human CXCR6 receptor; O00574; CHO-K1 PathHunter CXCR6 beta-arrestin, luminescence; inhibition, % at 20 µM; 360,000 compounds, 0.36% hits; AID 602244; in the data active = inhibition above about 34%, passing the limit was not always enough;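 also: antagonist mode with CXCL16 agonist at 10 nM final; 0% = 10 nM CXCL16 with DMSO and 100% = unstimulated wells without agonist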
# EBI2 block – blocks human EBI2 receptor beta-arrestin signaling | AID 651636 | 360,000 compounds, 0.81% hits | P32249 | EBI2 beta-arrestin recruitment, luminescence, 7a,25-OHC stimulated | inhibition, % at 5 µM; in the data active = inhibition above about 38%;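 also: enzyme fragment complementation signal reports receptor beta-arrestin coupling in cells; 0% = agonist plus DMSO wells and 100% = wells without agonist; some results beyond the cut were filed as inactive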
# Mdm2-MdmX inh – disrupts the human Mdm2-MdmX interaction. inhibition, % at 8 µM. AID 485346. 330,000 compounds, 3% hits. SaOS-2 split-luciferase Mdm2/MdmX complementation, luminescence;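 active = inhibition of at least 50% at 8 µM in the primary screen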
# Starred values were filed as active, the others as inactive; . = not tested or not shown.
SMILES,APJ agonist,CHOP UPR activ,CCR6 antagonist,APJ antag,tim23-1 inh,XBP1 UPR activ,CXCR6 inh,EBI2 block,Mdm2-MdmX inh
COc1cc2nc(C(C)(C)C)oc(=O)c2cc1OC,4,0.6,1,-18,28,-1,-5,-9,15
Cc1nc(Cl)sc1C(=O)Nc1ccc(C(C)(C)C)cc1,2,7.9,4,-17,36,-1,-2,-5,8
CCCCCNC(=O)c1cc(S(=O)(=O)N2CCCC2)ccc1F,-3,-1.5,11,0,14,-1,-13,-4,5
Cc1c(C(=O)O)nn(-c2cccc(C(F)(F)F)c2)c(=O)c1C#N,3,1.1,2,-23,10,-5,-1,15,7
O=C(NNC(=O)c1cc([N+](=O)[O-])ccc1Cl)c1cccs1,0,-1.0,-5,7,12,-2,7,1,-10
Cc1ccc(NS(=O)(=O)c2ccc(NC(=O)CN(c3cc([N+](=O)[O-])ccc3C)S(C)(=O)=O)cc2)c(C)c1,2,3.0,18,-11,12,0,5,75*,37
O=C(COC(=O)CNC(=O)c1ccccc1)Nc1ccccc1Cl,1,0.5,4,10,3,-1,-3,6,8
CC(C)=CC(=O)Nc1ccccc1Br,-4,-0.3,-8,26,14,1,4,-14,11
Cc1cccc(NC(=O)Cn2cc(C=O)c3ccccc32)c1,-1,-2.4,10,1,16,-5,-11,-4,-20
COc1ccc(-c2noc(CCC(=O)Nc3cccnc3)n2)cc1OC,0,-0.5,-7,2,7,-3,-11,-6,17
Cc1cc(Cl)ccc1NC(=O)COC(=O)c1nc2nccc(C)n2n1,-1,-2.2,8,-2,16,-3,1,-10,2
O=C(O)c1ccc(Cl)c(NCc2cccs2)c1,-2,0.6,7,13,-2,0,-1,10,24
CCCOC(=O)c1ccc(-c2c(C)noc2-c2ccc(OC)cc2O)o1,-4,-2.4,-9,8,35,-1,-1,10,35
CCCOc1ccc(/C=N/NC(=O)C2CC2)c(OCCC)c1,-3,-0.8,10,-11,26,0,4,-1,2
O=C(NCCCN1CCOCC1)c1coc2ccccc2c1=O,-1,-0.9,3,-7,-3,-3,-5,-6,24
O=C(NCCc1csc(-c2ccccc2)n1)c1cccs1,0,1.0,6,10,27,2,-4,3,7
O=C(Nc1cccs1)Nc1ccc(Br)cc1F,2,9.1,3,-7,-11,-1,-6,-6,-42
CCCCCC(=O)Nc1ccc(S(=O)(=O)NC2=NCCCCC2)cc1,-8,-0.6,6,-35,-1,1,-8,-3,2
CCO[C@@H]1OC(C(=O)NCc2ccccc2)=C[C@H](c2ccc(Br)cc2)[C@H]1CCCO,3,1.4,13,13,26,2,3,6,5
COC(=O)c1cc(C(=O)NCc2ccccc2)c(=O)[nH]c1C,-1,-0.1,1,13,-7,3,0,0,0
CC(C)C[C@@H](CO)N1CCN(Cc2cccnc2)CCC1=O,-5,-2.5,13,21,1,-3,5,-13,4
NC(=O)C1CCN(C(=O)c2ccc(F)c(S(=O)(=O)N3CCOCC3)c2)CC1,-2,0.5,-6,2,18,0,-2,-2,-41
NC(=O)c1ccc(N=Nc2c(-c3ccccc3)[nH]n(-c3ccccc3)c2=O)cc1,-7,2.4,.,37,9,4,.,.,93*
COC(=O)c1ccc(NC(=O)CNCc2ccncc2)cc1,0,-1.4,4,-16,-1,-3,-9,-10,11
OC1(c2ccccc2)CCN(Cc2ccccc2)CC1,-2,1.6,20,3,7,4,3,0,-2
CCN(CC(=O)Nc1c(F)cccc1F)C(=O)CNC(=O)c1ccc(C)s1,-2,1.2,17,1,6,-2,-5,1,21
COc1ccc(C(=O)NC(=S)NCc2ccc(-c3nc4ccccc4o3)cc2)cc1OC,-4,0.8,16,-10,23,2,8,19,14
CCC1Oc2ccc(C)cc2N(CC(=O)NCc2cccs2)C1=O (stereo unspecified),1,0.8,17,4,16,0,-1,2,2
O=c1[nH]c(=O)c2nc3c4ccccc4c4ccccc4c3nc2[nH]1,1,3.5,1,3,-30,2,-5,-7,33
Cc1ccccc1Cn1cc(S(=O)(=O)c2ccc(C(C)C)cc2)c(=O)c2cc3c(cc21)OCO3,-2,0.1,7,0,27,-1,2,-12,-36
O=C(CCCSc1nc2sc3c(c2c(=O)[nH]1)CCC3)NCCO,-4,-0.2,-9,6,7,-5,5,-7,-4
COc1ccc(C(=O)NC2CC(C)(C)Cc3c2cnn3-c2ccccc2)c(OC)c1 (stereo unspecified),-6,-1.6,11,5,30,-2,-4,7,0
Cc1oc(-c2ccc(Cl)cc2)nc1CS(=O)CC(=O)NC(C)c1ccccc1 (stereo unspecified),1,0.1,3,15,32,-10,-3,-6,19
Cc1nc(SC(C(=O)c2ccccc2)c2ccccc2)nc2ccccc12 (stereo unspecified),-3,0.2,21,11,11,-4,11,13,24
Cc1cc(C)nc(-n2ncc3c2CC(c2ccc(F)cc2)CC3=O)n1 (stereo unspecified),-1,1.1,6,-15,-2,-2,4,2,10
COc1ccc(N2CC(NC(=O)N3CCN(C(=O)c4ccco4)CC3)CC2=O)cc1OC (stereo unspecified),0,0.4,4,19,-2,2,-10,7,15
CCOc1ccc(C2CC(c3ccc(F)cc3)n3ncnc3N2)cc1 (stereo unspecified),-3,1.3,-1,-32,47,-2,-1,3,17
C[C@@H]1CN([C@@H](C)CO)C(=O)c2cc(NC(=O)CCC(F)(F)F)ccc2O[C@H]1CN(C)S(=O)(=O)c1ccc(Cl)cc1,-3,2.1,8,7,-11,-1,7,-5,5
COc1ccccc1NC(=O)c1ccc(NC(=O)CSc2ncccn2)cc1,-2,5.3,5,8,-1,2,3,-1,-15
Cc1nc(SCC(=O)NCc2ccc(F)cc2)c2c(=O)n(C)c(=O)n(C)c2n1,-3,-0.1,2,6,9,-1,0,-3,11
O=C(O)CCc1ccc(-c2ccc(Br)cc2)n1CC(=O)O,-1,-0.1,5,4,-2,-1,-2,-6,10
CC(/C=N/NC(=O)c1ccco1)=C\c1ccccc1,-2,-0.9,5,-5,15,-3,-1,-5,-77
CN1CCN(c2nc(-c3cccs3)cc(C(F)(F)F)n2)CC1,1,3.7,14,1,10,2,5,0,14
COCCNC(=O)c1cccc(OC2CCN(Cc3ccc(F)cc3OC)CC2)c1,0,0.6,3,13,-1,-4,-2,7,3
CCCC(CCC)C(=O)Nc1ccncc1,0,-0.5,-33,5,5,2,-1,6,12
CCOC(=O)c1cc(CC)sc1NC(=O)c1cc(OC)c(OC)c(OC)c1,-1,-1.3,19,6,-8,2,1,27,33
CCn1c(=O)c(C(=O)CN2CCN(Cc3ccc4c(c3)OCO4)CC2)c(N)n(Cc2ccccc2)c1=O,-3,-0.9,-7,1,14,-1,0,-7,27
CC(C)CC(NC(=O)C(CC(C)C)NC(=O)C(Cc1ccc(OCc2ccccc2)cc1)NC(=O)OC(C)(C)C)C(N)=O (stereo unspecified),-1,0.1,-2,6,-2,-2,4,10,-52
Cc1cc(C)n(CC(O)Cn2c3ccc(Br)cc3c3cc(Br)ccc32)c(=O)n1 (stereo unspecified),-1,0.4,-18,-13,46,-6,-9,8,24
O=C(NCCN1CCOC1=O)C1CCC(=O)N(CCc2ccc(Cl)cc2)C1 (stereo unspecified),2,0.8,1,-17,7,-5,-12,6,-1
COC(=O)c1[nH]c2cccc(C)c2c1NC(=O)CN1CCN(c2ccccc2OC)CC1,-2,-1.7,-8,8,4,-2,3,2,4
COc1ccc(Cl)cc1C(=O)Nc1ccc(CN2CCCCC2)cc1,1,0.8,14,6,-11,0,4,-5,27
CC(=O)N=c1sc(S(N)(=O)=O)nn1C,2,-2.0,-2,6,-4,-10,1,-3,-4
O=C(OCCN1C(=O)c2ccccc2C1=O)c1cc(=O)[nH]c2ccccc12,-2,-1.5,17,-18,15,2,-1,3,9
Cc1ccc(S(=O)(=O)N2CCC(C(=O)OCC(=O)N(C)Cc3ccccc3)CC2)cc1C,-5,-0.1,8,-4,25,-3,-5,-3,9
CCS(=O)(=O)N1CCN(Cc2ccncc2)CC1,0,-0.6,0,-26,5,4,1,8,-4
CCCNC(=O)CN(CCc1ccccc1)S(C)(=O)=O,-2,-0.1,10,-14,3,0,-2,3,1
COc1ccc(OC)c(S(=O)(=O)N2CCC3(CC2)OCCN3S(=O)(=O)c2ccccc2)c1,-7,0.7,11,6,13,-2,-10,2,7
CCS(=O)(=O)n1nc(C(=O)N2CCOCC2)nc1N,1,2.5,-2,7,5,3,4,-3,20

# Arranged by formula weight (ascending): part of the list above.
SMILES,APJ agonist,CHOP UPR activ,CCR6 antagonist,APJ antag,tim23-1 inh,XBP1 UPR activ,CXCR6 inh,EBI2 block,Mdm2-MdmX inh
CC(=O)N=c1sc(S(N)(=O)=O)nn1C,2,-2.0,-2,6,-4,-10,1,-3,-4
CCS(=O)(=O)N1CCN(Cc2ccncc2)CC1,0,-0.6,0,-26,5,4,1,8,-4
CCS(=O)(=O)n1nc(C(=O)N2CCOCC2)nc1N,1,2.5,-2,7,5,3,4,-3,20
CCCNC(=O)CN(CCc1ccccc1)S(C)(=O)=O,-2,-0.1,10,-14,3,0,-2,3,1
COc1ccc(Cl)cc1C(=O)Nc1ccc(CN2CCCCC2)cc1,1,0.8,14,6,-11,0,4,-5,27
O=C(OCCN1C(=O)c2ccccc2C1=O)c1cc(=O)[nH]c2ccccc12,-2,-1.5,17,-18,15,2,-1,3,9
CCOC(=O)c1cc(CC)sc1NC(=O)c1cc(OC)c(OC)c(OC)c1,-1,-1.3,19,6,-8,2,1,27,33
Cc1cc(C)n(CC(O)Cn2c3ccc(Br)cc3c3cc(Br)ccc32)c(=O)n1 (stereo unspecified),-1,0.4,-18,-13,46,-6,-9,8,24
CCn1c(=O)c(C(=O)CN2CCN(Cc3ccc4c(c3)OCO4)CC2)c(N)n(Cc2ccccc2)c1=O,-3,-0.9,-7,1,14,-1,0,-7,27
CC(C)CC(NC(=O)C(CC(C)C)NC(=O)C(Cc1ccc(OCc2ccccc2)cc1)NC(=O)OC(C)(C)C)C(N)=O (stereo unspecified),-1,0.1,-2,6,-2,-2,4,10,-52

# Not all compounds are listed, so the mix of outcomes need not match the whole.
